EPAC2 ag: qHTS for Agonist of cAMP-regulated guanine nucleotide exchange factor 4 (EPAC2): primary screen; Potency, µM (titrated, usually from 154 µM), for the others: top-dose activation, hits mostly activators; EPAC2 activation, biochemical qHTS; response scale: 100% = 6.5 mM cAMP response; 360,000 compounds, 0.079% hits; further: potency means the concentration at half of the fitted maximal effect; nearly all actives have a fitted effect of over 50% in size
Target sequence (Q8WZA2 whole entry, looked up): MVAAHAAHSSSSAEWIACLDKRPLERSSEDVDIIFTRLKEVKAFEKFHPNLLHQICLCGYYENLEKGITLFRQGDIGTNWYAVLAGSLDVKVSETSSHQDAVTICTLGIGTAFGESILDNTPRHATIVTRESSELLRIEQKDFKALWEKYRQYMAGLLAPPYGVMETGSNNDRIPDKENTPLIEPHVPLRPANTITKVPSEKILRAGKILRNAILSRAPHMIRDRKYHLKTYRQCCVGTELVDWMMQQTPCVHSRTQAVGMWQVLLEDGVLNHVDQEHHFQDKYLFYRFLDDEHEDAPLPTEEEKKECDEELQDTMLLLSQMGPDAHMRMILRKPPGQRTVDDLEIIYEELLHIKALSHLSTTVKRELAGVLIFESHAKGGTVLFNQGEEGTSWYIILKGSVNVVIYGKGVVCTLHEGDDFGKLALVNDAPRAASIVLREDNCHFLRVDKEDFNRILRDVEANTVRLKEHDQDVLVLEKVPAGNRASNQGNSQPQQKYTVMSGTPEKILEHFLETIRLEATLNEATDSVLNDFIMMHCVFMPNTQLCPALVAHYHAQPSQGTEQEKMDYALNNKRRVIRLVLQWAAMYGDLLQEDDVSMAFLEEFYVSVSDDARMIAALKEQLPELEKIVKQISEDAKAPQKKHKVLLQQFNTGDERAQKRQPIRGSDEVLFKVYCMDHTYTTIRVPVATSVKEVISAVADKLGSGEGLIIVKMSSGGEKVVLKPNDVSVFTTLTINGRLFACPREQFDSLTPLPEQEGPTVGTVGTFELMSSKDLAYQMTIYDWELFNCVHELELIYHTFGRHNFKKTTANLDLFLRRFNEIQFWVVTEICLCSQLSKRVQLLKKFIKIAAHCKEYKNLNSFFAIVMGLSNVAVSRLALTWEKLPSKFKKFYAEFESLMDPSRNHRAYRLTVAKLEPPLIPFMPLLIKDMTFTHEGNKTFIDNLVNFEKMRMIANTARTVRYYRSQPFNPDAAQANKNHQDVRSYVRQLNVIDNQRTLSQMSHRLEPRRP
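EPAC2 (100 nM) mixed with Rap1B loaded with BODIPY-GDP (250 nM) plus 50 uM unlabeled GDP; compounds pinned in, 5 min RT, then read every 5 min for 30 min (ex 480, em 540 nm). Normalized to cAMP control.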
D3 antag: qHTS of D3 Dopamine Receptor Antagonist: qHTS; D3R cells, DiscoveRx beta-arrestin luminescence, antagonist mode; stronger effect = lower value; max response, negative = inhibition, %; 360,000 compounds, 2.5% hits; AID 652054, 2013; in the data active means max response below about -50%; inconclusive means no clear call, values can overlap the other calls; further: on the % scale 0 is the no-effect control and ±100 the full control effect; mostly tested at two doses, the higher about 12 µM
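Cells expressing the human receptor were seeded at 1500 cells/well, incubated overnight at 37 degrees C in 5% CO2, then exposed to library compounds with dopamine controls for 90 minutes at 37 degrees C before luminescent detection.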
DRD3 agonist: qHTS of D3 Dopamine Receptor Agonist: qHTS | AID 652048, 2013 | max activation, % | 410,000 compounds, 0.58% hits | D3R DiscoveRx beta-arrestin cells, luminescence, 90 min | D(3) dopamine receptor (Homo sapiens), P35462; in the data active means max activation above about 30%; further: 0% is about no effect; mostly tested at two doses, the higher about 12 µM
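Agonist-mode cell screen: cells plated at 1500/well and incubated overnight at 37 °C, then exposed to library compounds for 90 min at 37 °C. Detection reagent was added for 30–60 min at room temperature, and luminescence was read.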
CCT chaperon mod: High-Throughput Screening for Modulators of Cytosolic Chaperonin Activity | purified chaperonin ATPase assay, HTRF ADP detection, 30 min | activity change, % (test concentration not listed), hits read low | AID 651819, 2012 | 360,000 compounds, 0.3% hits; in the data active means activity change below about -30%; further: on the % scale 0 is the no-effect control and ±100 the full control effect
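ATPase activity: ADP formed was measured by HTRF Transcreener (665/615 nm ratio) after 30 min at 37 deg C with 10 uM ATP. Compounds screened at one 76 uM concentration against 40 or 20 nM TRiC in Tris pH 7.4/KCl/MgCl2/DTT buffer.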
Akt phos inh: HTS Assay for Inhibitors of Akt Phophorylation: Primary Screen; 360,000 compounds, 0.32% hits; activity change, % for hits at 50 µM; AID 651550, 2012; Neuro2A IGF-stimulated pAkt S473 HTRF, 20 min; stronger effect = lower value; in the data active means activity change below about -80%; inconclusive means mostly about -51% to -80%; further: on the % scale 0 is the no-effect control and ±100 the full control effect
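Neuro2A cells in DMEM with 0.5% FBS, overnight at 37 deg C, given compound at single 50 µM final, then IGF (6 nM final) for 20 min at 37 deg C. Lysed; phospho-Akt Ser473 by HTRF after 24 h, 665/615 ratio.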
EPAC2 antag: qHTS for Antagonist of cAMP-regulated guanine nucleotide exchange factor 2 (EPAC2): primary screen. Rap guanine nucleotide exchange factor 4 (Homo sapiens), Q8WZA2. EPAC2 GEF exchange of Rap1B-BODIPY-GDP, fluorescence. Potency, µM (doses to about 114 µM), for the others: at the top dose activity, negative = inhibition, usual class: inhibitors. 360,000 compounds, 0.18% hits. AID 720708, 2013; further: potency means the concentration at half of the fitted maximal effect; on the % scale 0 is the no-effect control and ±100 the full control effect; nearly all actives have a fitted effect of over 45% in size; many of its hits are not listed in these tables
MmCpn inh: Inhibitors of TCP-1 ring complex (TRiC) of Methanococcus maripaludis (MmCpn): qHTS. Chaperonin Mm-Cpn (Methanococcus maripaludis). purified Mm-Cpn ATPase, ADP Transcreener TR-FRET. Potency, µM (doses to about 76.9 µM), for inactives: at the highest dose activity, negative = inhibition, hits mostly inhibitors. 330,000 compounds, 0.031% hits; further: potency means the concentration at half of the fitted maximal effect; on the % scale 0 is the no-effect control and ±100 the full control effect; nearly all actives have a fitted effect of over 80% in size
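25 nM Mm-CPN + cpd, 10 min 37°C; + 10 uM ATP, 30 min 37°C; buffer 30 mM Tris pH 7.4, 100 mM KCl, 5 mM MgCl2, 1 mM DTT; Transcreener ADP HTRF detection 30 min RT.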
PTHR1 agonist: qHTS for PTHR1 Agonists: Primary Screen; Parathyroid hormone/parathyroid hormone-related peptide receptor (Homo sapiens), Q03431; AID 743266, 2014; HEK293 GP2 PTHR1 cells, GloSensor cAMP luminescence, 1 h; 410,000 compounds, 0.075% hits; Potency, µM (highest dose often 115 µM), for inactives: at the top dose activation, hits mostly activators; further: potency means the concentration at half of the fitted maximal effect; nearly all actives have a fitted effect of over 55% in size; some results filed as inactive show a strong effect at the top dose; inactives centre near -15; many of its hits are not listed in these tables
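HEK-293-derived GP2 cells expressing PTHR1 and a GloSensor cAMP reporter, 3,000/well, plated overnight, given luciferin plus IBMX (each 0.5 mM as added) for 1 h at 37 °C, then compound for 1 h at 37 °C. Luminescence was read after 15 min at room temperature.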
Numbers without * were called inactive; i = inactive; ? = inconclusive; . = not tested or not shown; [ ] = dose if it differs, or a comment. Unless noted, the call rests on the fitted dose curve; in most records, active means well fitted curve in the direction sought with a large enough effect; inconclusive means small, poorly fitted or top-dose-only effect, or another doubt; inactive means no such curve, though single readings can be large; an effect the other way counts as inactive or inconclusive.

mol	EPAC2 ag	D3 antag	DRD3 agonist	CCT chaperon mod	Akt phos inh	EPAC2 antag	MmCpn inh	PTHR1 agonist
N#Cc1ccc(OCCOCCNC2CCCC2)cc1	8.8%	-50.4*	-12.3	1.0	i	-5.1%	0.0%	-6.6%
O=c1nc(Nc2cccc(Cl)c2)oc2cc(Cl)oc(=O)c12	5.1%	-4.6	-0.7	-2.8	i	4.6%	-7.9%	-15.0%
COc1cccc(N2CCN(C(=O)c3cc4c(s3)CCCCC4)CC2)c1	14.5%	-8.1	-0.8	-1.0	i	7.1%	-1.3%	i
CCCCc1c(O)nc(SCCN(C)C)n(-c2ccccc2)c1=O	2.8%	-16.9	-3.0	1.4	i	4.5%	1.5%	i
COc1ccc(/C=N/NC(=O)c2cccc(Br)c2)cc1CN1CCOCC1	-2.1%	8.4	3.0	2.7	i	-3.5%	0.3%	i
C/C(=N\NC(=O)c1ccccc1OCCOc1ccccc1)c1ccccc1F	8.0%	7.9	6.7	-0.4	i	?	-2.1%	i
CC(C)=C1SC(N2CCN(c3cccc(Cl)c3)CC2)=NC1=O	-10.9%	5.7	3.2	-0.1	i	3.0%	3.1%	-30.4%[inhibitor]
Cc1cc(C)cc(OCC(O)CN2CC(C)OC(C)C2)c1 (stereo not drawn)	14.1%	-18.2	-5.5	-1.3	i	-3.8%	0.3%	i
COc1ccc(S(=O)(=O)N2CCC(C(=O)N[C@H](C(=O)NC3CCCC3)C(C)C)CC2)cc1	-0.5%	0.8	5.2	-1.4	i	0.8%	-0.5%	i
CCc1nc2sc(C#N)c(N)c2c2c1CCCC2	-6.4%	24.4	13.9	2.3	i	11.7%	.	-9.1%[57.5 µM]
COc1ccccc1CNC(=O)C1CCN(S(=O)(=O)c2ccc3c(c2)CC(C)N3C(=O)C2CC2)CC1 (stereo not drawn)	4.2%	-4.8	-2.1	-0.2	i	-15.7%	-0.3%	-5.7%
CC1(C)CC(=O)C(N=Nc2ccc(C(F)(F)F)cc2[N+](=O)[O-])=C(O)C1	-1.7%	-16.9	-5.2	-0.4	i	1.5%	0.1%	-27.4%
Cc1ccc(C2C3=C(CC(C)(C)CC3=O)Nc3[nH]c(=S)[nH]c(=O)c32)cc1 (stereo not drawn)	2.3%	0.0	0.1	-2.7	i	1.4%	0.6%	i
Cc1noc(C)c1C(=O)N(CC(=O)Nc1ccccc1Br)Cc1ccco1	7.1%	-22.3	0.5	-2.6	i	6.4%	1.7%	i
Cc1ccc(S(=O)(=O)N2CCCCC2)cc1NS(=O)(=O)c1cccc(C(=O)O)c1	6.9%	-13.9	3.6	-1.6	i	8.2%	1.8%	-5.6%
O=C(O)C1C2CCC1C(O)C2 (stereo not drawn)	-1.1%	23.7	5.7	-0.8	i	-9.3%	.	i
CCOC(=O)c1oc2cc(O)ccc2c(=O)c1-c1csc(C)n1	0.7%	-0.8	-2.6	-3.4	i	-6.8%	-7.7%	i
COc1cccc(NC(=O)Cc2ccc(C)cc2)c1	-3.4%	7.5	1.2	0.5	i	11.0%	0.6%	i
ClCCn1c(CCl)nc2ccc(Cl)cc21	9.3%	-10.9	-5.3	2.5	i	2.5%	.	i
O=C(CSCC(=O)Nc1ccc2ccccc2c1)NCc1ccccc1	-7.6%	7.1	-3.0	-2.3	i	6.4%	-1.4%	i
Cc1ccc(S(=O)(=O)CCOC(=O)CNC(=O)OCc2ccccc2)cc1	6.5%	9.5	5.3	0.9	i	-8.6%	.	-7.1%
Cc1ccsc1C(=O)N1CCC1(C)C(=O)Nc1cccc(C#N)c1 (stereo not drawn)	7.0%	0.0	-1.5	0.0	i	6.4%	.	i
Cc1cc(/C=N/NC(N)=O)c(C)n1C1CCCCC1	-1.3%	-14.1	-2.7	1.4	i	19.0%	0.1%	5.5%
N/C(Cc1nc(-c2ccc(Br)cc2)cs1)=N\O	5.3%	-13.6	2.9	0.1	i	2.1%	-4.2%	-15.8%
Cc1ccc(CNC(=O)N2CCN(c3ccc(C)cc3)CC2)cc1	1.0%	13.5	-3.6	-0.6	i	11.5%	0.2%	i
Cc1cn(C2CCCCO2)c(=O)[nH]c1=O (stereo not drawn)	6.2%	9.2	13.3	-1.0	i	18.3%	.	i
Cc1nnc(SCC(=O)NC(=O)NC2CCCC2)n1N	-6.7%	3.3	-6.3	-2.1	i	2.7%	-0.3%	i
COc1c(Br)cc(Br)cc1C(=O)O	-1.7%	-13.4	37.1*	-7.0	i	7.5%	0.4%	-6.5%[57.5 µM]
COCOc1ccc(C=O)c(O)c1	7.1%	0.0	-21.5	0.6	i	19.6%	.	?
O=C(NC(NNc1ccc([N+](=O)[O-])cc1)(C(F)(F)F)C(F)(F)F)c1ccc(Cl)cc1	17.3%	-74.2*	-1.7	-0.6	i	-4.4%	2.1%	-43.7%[inhibitor]
O=C(c1cccc([N+](=O)[O-])c1)N1CCCC(C(=O)N2CCCCC2)C1 (stereo not drawn)	10.8%	7.5	1.4	0.4	i	1.3%	2.8%	i
CCC(CC)C(=O)Nc1nnc(S(=O)(=O)Nc2ccccc2C)s1	-6.7%	33.8	-5.0	0.3	i	-11.6%	1.6%	-12.0%
CCc1nc2ccc(C(=O)Nc3ccc(NC(C)=O)cc3)cn2c1N(C)CCC(C)C	3.5%	21.5	2.0	0.6	i	?	.	-9.2%
COc1cc(/C=C(/NC(=O)c2ccc(Cl)cc2Cl)C(=O)O)cc(OC)c1OC	-0.2%	-7.6	3.1	-2.0	i	15.6%	0.5%	-1.5%
COc1ccc(-c2ccc3[nH]c4c(c3c2)CCN2C[C@@H]([C@H](C)OC(=O)Nc3cc(Cl)cc(Cl)c3)[C@@H](N(C)C(=O)Nc3cc(Cl)cc(Cl)c3)C[C@@H]42)cc1	3.1%	10.1	1.5	-0.8	i	15.0%	.	-13.6%
CCOc1c(OC(C)=O)ccc(/C=C2\N=C(SCC)SC2=O)c1[N+](=O)[O-]	-1.1%	-70.2*	0.7	-6.1	i	-10.3%	-1.7%	-4.4%[57.5 µM]
COc1cc(-c2noc(C)c2C#Cc2ccc(N)cc2)cc(OC)c1OC	7.1%	1.8	7.1	-0.3	i	8.1%	-1.2%	-18.0%
CC(=O)c1ccc(OCC(=O)OCC(=O)Nc2sccc2C(N)=O)cc1	-0.6%	27.2	4.4	0.0	i	4.2%	-2.2%	-22.5%
Fc1cccc(F)c1/C=C/c1ccc2ccccc2n1	13.5%	-25.6	2.5	-1.3	i	-2.5%	-1.9%	-19.4%
COc1cc(C(N)=O)cc(Cl)c1OCc1ccccc1	-3.2%	0.3	3.5	0.3	i	2.8%	0.5%	-0.2%
COc1cc(C(C(=O)NC2CCCCC2)N(C(=O)Cc2c[nH]c3ccccc23)c2ccccc2C)cc(OC)c1OC (stereo not drawn)	2.5%	-11.6	1.6	2.5	i	-1.1%	-1.1%	i
Cc1nn(-c2ccccc2)cc1C(=S)Nc1ccccc1	5.2%	14.9	6.6	-2.8	i	3.3%	-1.2%	-27.6%
CCOC(=O)CC1=CSC2=NS(=O)(=O)CCN12	9.2%	17.7	-5.7	-0.4	i	-1.9%[57.1 µM]	0.8%	i
O=C(COC(=O)COc1ccccc1[N+](=O)[O-])Nc1ccccc1Br	10.5%	13.3	-3.8	-0.2	i	-6.6%	0.4%	i
Oc1c(Cl)cc(Cl)cc1/C=N/Nc1ncc(Br)cn1	4.7%	-106.7*	-24.8	-1.0	i	-5.4%	1.6%	-8.5%
O=C(COC(=O)CC1CC2CCC1C2)Nc1ccccc1Cl (stereo not drawn)	3.7%	-27.3	-11.1	-2.7	i	-8.8%	0.3%	-4.7%
COc1ccc2c(=O)c(-c3nc(C)cs3)coc2c1	4.6%	10.2	0.3	-2.3	i	2.1%	-2.2%	-9.2%[57.5 µM]
CCOC(=O)N1CCC(NC(=O)c2cc(-c3ccc(OC)cc3)nc3ccccc23)CC1	-13.0%	24.7	-2.5	-0.5	i	-2.2%	1.5%	i

A few values from the entries so far:
`COc1ccc2c(=O)c(-c3nc(C)cs3)coc2c1` in MmCpn inh is entered as -2.2%
`Fc1cccc(F)c1/C=C/c1ccc2ccccc2n1` in EPAC2 ag is entered as 13.5%

New compounds follow.
mol	EPAC2 ag	D3 antag	DRD3 agonist	CCT chaperon mod	Akt phos inh	EPAC2 antag	MmCpn inh	PTHR1 agonist
Cn1c(=O)c2c(nc(SCC(=O)NCC3CCCO3)n2C)n(C)c1=O (stereo not drawn)	-1.2%	19.9	15.3	1.1	.	-1.4%	-0.4%	-18.0%[57.5 µM]
COc1ccccc1CCNC(=O)CN1C(=O)c2ccccc2S1(=O)=O	0.1%	-3.1	0.2	1.2	i	9.7%	0.5%	-24.1%
O=C(O)CC(CCc1ccccc1)OC1OC(CO)C(O)C(O)C1O (stereo not drawn)	-1.2%	-0.1	32.9*	1.6	i	-7.2%	-2.9%	-46.1%[inhibitor]
Cc1nc2ccccc2c(=O)n1CCCN1CCOCC1	4.4%	4.5	3.7	-1.5	i	-3.6%	-0.2%	2.5%
Cc1ccc(NC(=O)c2n[nH]c(=O)c3ccccc23)cc1S(=O)(=O)N1CCOCC1	-6.6%	-1.7	1.4	-21.2	i	-0.2%	0.2%	-36.1%[inhibitor]
CC(C)(C)c1ccc(C(=O)N2CCC(C(=O)NCc3ccco3)CC2)cc1	2.9%	-22.5	1.2	-2.9	i	-1.5%	-1.9%	-9.4%[57.5 µM]

Screens deposited in PubChem by National Center for Advancing Translational Sciences (NCATS).

Only part of the results is shown, so the mix of outcomes need not match the whole.
